DAGLB inhibitor: diacylglycerol lipase beta (human) inhibition. Q8NCG7. HEK293T DAGLB membrane lysate, EnzChek fluorogenic substrate. inhibition, % at 5.17 µM. 340,000 tested, 0.059% active; in the data active means inhibition above about 34%;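 further: 0% = enzyme with vehicle and 100% = wells lacking enzyme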
Target sequence (Q8NCG7 whole entry, looked up): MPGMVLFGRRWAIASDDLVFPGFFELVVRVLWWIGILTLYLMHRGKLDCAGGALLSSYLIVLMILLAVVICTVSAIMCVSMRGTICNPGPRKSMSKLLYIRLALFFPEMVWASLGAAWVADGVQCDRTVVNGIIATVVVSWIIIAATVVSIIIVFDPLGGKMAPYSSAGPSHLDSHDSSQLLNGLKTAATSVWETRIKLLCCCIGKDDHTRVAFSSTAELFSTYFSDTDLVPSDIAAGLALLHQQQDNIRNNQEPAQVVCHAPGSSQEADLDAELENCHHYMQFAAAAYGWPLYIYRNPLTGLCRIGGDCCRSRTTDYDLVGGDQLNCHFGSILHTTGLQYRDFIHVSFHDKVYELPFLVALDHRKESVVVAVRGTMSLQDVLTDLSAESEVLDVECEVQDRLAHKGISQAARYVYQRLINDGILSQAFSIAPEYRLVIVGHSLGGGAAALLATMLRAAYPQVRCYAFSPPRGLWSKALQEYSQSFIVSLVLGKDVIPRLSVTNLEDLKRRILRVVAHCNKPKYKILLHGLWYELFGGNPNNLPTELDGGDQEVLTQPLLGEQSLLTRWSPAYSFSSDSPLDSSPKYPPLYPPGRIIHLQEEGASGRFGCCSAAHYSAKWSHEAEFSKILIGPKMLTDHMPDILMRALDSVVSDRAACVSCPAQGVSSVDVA
AddAB inh: less growth of phage-infected E. coli with AddAB. inhibition, % at 11.9 µM. 330,000 tested, 0.29% active. E. coli expressing H. pylori AddAB, absorbance growth. AID 435030; in the data active means inhibition above about 12%;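 further: 0% = vehicle wells of infected cells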
PvdQ acylase: P. aeruginosa PvdQ acylase inhibition | purified PvdQ acylase, fluorescence plate reader | AID 488965 | inhibition, % at 10 µM | 340,000 tested, 0.063% active; in the data active means inhibition above about 30%, passing the limit was not always enough;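 further: 0% = vehicle neutral wells and 100% = reference inhibitor wells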
phage Ecoli inh: E. coli growth loss with phage present | growth absorbance | inhibition, % at 11.9 µM | 360,000 tested, 0.26% active | AID 651602; in the data active means inhibition above about 11%
Rtt109 HAT inh: blocks Candida albicans Rtt109/Vps75 acetyltransferase activity. inhibition, % at 34.9 µM. AID 540336. 330,000 tested, 0.16% active. purified Rtt109/Vps75, ThioGlo CoA-SH fluorescence, 4 h. Q5AAJ8;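 active means inhibition of at least 50% in every replicate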
Target sequence (Q5AAJ8 whole entry, looked up): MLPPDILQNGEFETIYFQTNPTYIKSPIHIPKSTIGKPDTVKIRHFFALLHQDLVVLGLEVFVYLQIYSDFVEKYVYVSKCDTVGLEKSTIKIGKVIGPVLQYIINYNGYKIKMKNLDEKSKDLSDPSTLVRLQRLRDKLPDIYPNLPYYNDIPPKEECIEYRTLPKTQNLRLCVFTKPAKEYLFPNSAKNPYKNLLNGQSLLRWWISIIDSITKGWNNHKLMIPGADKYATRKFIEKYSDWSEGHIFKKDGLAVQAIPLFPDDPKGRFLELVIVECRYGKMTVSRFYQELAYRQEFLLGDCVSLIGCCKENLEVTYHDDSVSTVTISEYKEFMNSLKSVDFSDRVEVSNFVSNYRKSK
PfHsp90 set2: inhibits growth of yeast expressing Plasmodium falciparum Hsp90. S. cerevisiae expressing PfHsp90, BacTiter-Glo ATP, 48 h; yeast lacking PDR1 and PDR3 efflux regulators. inhibition, % at 9.4 µM. 310,000 tested, 0.32% active. AID 504621;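 active means every replicate shows inhibition above about 80%, whatever the replicate mean, limit read from the data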;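 further: 0% = DMSO neutral controls and 100% = 20 µM radicicol positive controls; yeast relying on Plasmodium falciparum Hsp90 in place of its own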
CAL PDZ inh: human CAL PDZ-peptide interaction inhibition | inhibition, % at 20 µM | 330,000 tested, 0.02% active | purified CAL PDZ, TMR-peptide fluorescence polarization, 1 h | AID 504414 | Q9HD26;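 active means highest replicate inhibition of at least 40%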;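 further: plate controls were DMSO neutral control wells for no effect and unlabeled competitor peptide control wells for full effect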
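System: purified tagged CAL PDZ domain construct (CerCALP). Schedule: 1 h incubation at room temperature before polarization reading. Medium: 25 mM sodium phosphate pH 7.4, 150 mM NaCl, TCEP, IgG, Thesit. Read-out: percent inhibition from loss of millipolarization. Measured by: FP readout, S and P plane fluorescence. Probe or stimulus: fluorescent TMR peptide probe.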
Tat transport: inhibitors of E. coli Tat protein transport. E. coli MC4100 TorA-mCherry Tat export, fluorescence. inhibition, % at 10 µM. 340,000 tested, 0.036% active;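 active means mean replicate inhibition at least 50% and at least half of replicates individually reaching 50%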;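 further: exported cargo escapes ClpAP degradation while cytoplasmic cargo is degraded and loses fluorescence; 0% = median of neutral control wells and 100% = median of NaSCN control wells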
E coli growth: bacterial growth inhibition, counter-screen for AddAB inhibitors; inhibition, % at 11.9 µM; AID 449728; 330,000 tested, 0.27% active; E. coli V3065 growth, OD600 absorbance, 18 h;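 active means inhibition above the campaign's mean inhibition across all tested compounds plus 3 SD, cut at about 9.9% in these data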;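 further: uninfected addAB+ strain grown without phage in ampicillin broth; 0% = DMSO wells and 100% = ciprofloxacin 0.95 µg/ml wells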
Wnt act: activates Wnt/beta-catenin signaling in a reporter cell assay; activator, plate reader; activation, % at 9.35 µM; 300,000 tested, 1.2% active; AID 743398; in the data active means activation above about 30%, passing the limit was not always enough;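 further: 0% = neutral control wells and 100% = positive control wells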
The depositor's hits bear a star; nt = no result given.

SMILES	phage Ecoli inh	PfHsp90 set2	Tat transport	DAGLB inhibitor	Wnt act	AddAB inh	E coli growth	PvdQ acylase	CAL PDZ inh	Rtt109 HAT inh
C[C@]12c3[nH]c4ccccc4c3CCN1C(=O)C(CC(=O)NCCCn1ccnc1)C[C@@H]2C(=O)N1CCCCC1 (stereo partly specified)	0.1	-9	9	-1	-1	5.9	-2.3	10	-0.3	-15
Cc1nnc2sc(-c3ccncc3)nn12	0.1	-12	-16	-3	0	4.6	0.4	2	1.4	20
CC(NC(=O)COC(=O)CCc1nc(=O)c2ccccc2n1C)c1ccccc1 (stereo unspecified)	1.7	-18	-5	1	1	4.0	0.8	-2	-1.8	-1
O=C(COC(=O)c1cc(S(=O)(=O)N2CCCC2)ccc1O)Nc1ccccc1Br	4.5	nt	0	0	1	0.2	-1.3	5	-0.2	0
CCOC(=O)CC1CCCCN1C(=O)c1ccc2nc(CCOC)oc2c1 (stereo unspecified)	1.6	13	5	1	1	0.5	-1.1	-18	-4.4	4
CCCN(C(=O)CSc1nnnn1C)c1c(N)n(Cc2ccccc2)c(=O)[nH]c1=O	3.6	23	1	1	-1	-1.4	1.3	-2	-1.0	-8
COc1cccc2sc(N3CCN(c4nc5ccccc5s4)CC3)nc12	1.5	-29	-1	1	nt	-1.1	-2.0	-10	-0.1	-17
CN(CCc1ccccc1)C(=O)c1cccc(NC(=O)Cc2cccc(NC(=O)C3CCN(C(=O)c4ccccc4)CC3)c2)c1	0.7	-5	7	3	0	nt	nt	-4	-1.1	-8
Cc1cccc(Nc2nc(OCC#N)nc(N(C)C)n2)c1	2.1	-15	-8	0	1	1.8	-1.4	-6	-1.3	3
CCn1nnnc1SCC(=O)Nc1sc(C)c(C)c1C#N	1.5	8	-5	0	nt	-1.5	-1.4	-8	-0.1	-1
COc1ccccc1N1CCN(CCCCOc2c(OC)cccc2OC)CC1	2.0	20	-8	-4	-1	-1.5	-2.1	-18	1.2	-4
O=C(CN(c1ccc(F)cc1)S(=O)(=O)c1ccc2c(c1)OCCO2)Nc1ccccc1	1.7	nt	0	-2	nt	0.2	-1.9	9	-1.9	nt
NC1=NC(=O)/C(=C\c2ccc(-c3ccc(Cl)cc3)o2)S1	-1.6	-12	1	-8	9	1.5	-0.3	-2	1.1	9
COc1ccc(NC(=O)C2CCCN(S(C)(=O)=O)C2)c(OC)c1 (stereo unspecified)	1.0	-16	0	-1	1	0.8	-0.9	2	0.7	-3
O=C(NCCCN1CCCC1=O)Nc1ccccc1Cl	1.7	-5	-3	0	-1	0.1	3.1	0	-1.0	16
O=C(NC1=NCCCCC1)c1cccc2ccccc12	0.6	12	-4	0	-2	0.5	1.3	-6	-0.8	8
COc1ccccc1/C=c1\sc2nc(-c3ccco3)nn2c1=O	nt	46	-4	0	nt	-0.2	-1.1	-7	-0.9	6
Cc1cc(-c2ccccc2)nc(N(C)NC(=O)C(C)(C)C)c1S(C)(=O)=O	3.6	-8	-2	-1	-1	2.4	1.7	-5	-1.1	0
COc1ccc(N2CCN(C(=O)CCCCn3c(=O)[nH]c4ccsc4c3=O)CC2)cc1	-1.1	0	-4	6	-1	1.6	-1.6	-9	-1.6	0
CCOC(=O)CCC(NC(=O)c1ccccc1C(=O)NC(CCC(=O)OCC)C(=O)OCC)C(=O)OCC (stereo unspecified)	7.4	-18	-7	0	-1	4.8	1.0	-8	-0.9	1
CCCCCC(O)(CCN1CCCCC1)c1ccc(OCC)cc1 (stereo unspecified)	3.4	1	-6	1	-2	2.4	-1.2	-7	nt	-20
CC(C)C(NC(=O)c1ccc(F)cc1)C(=O)N1CCC1 (stereo unspecified)	-0.7	22	0	-1	0	-2.3	-1.2	-11	-1.2	0
Cc1cc(Nc2ccc(Br)cc2F)n2ncnc2n1	2.6	16	8	0	-1	2.5	1.2	0	0.5	-2
CCCCn1c(N)c(N(CCC(C)C)C(=O)c2c(C)noc2C)c(=O)[nH]c1=O	2.3	nt	-2	-2	-1	-2.2	0.8	-15	-0.8	-9
CC1CCCN(S(=O)(=O)c2ccc(C(=O)Nc3nnc(-c4ccco4)o3)cc2)C1 (stereo unspecified)	-4.8	2	-6	5	-3	-2.1	-6.0	-11	-1.4	1
CCC(=O)C1CCCN(C(=O)CCc2nnc(-c3ccc4c(c3)OCO4)o2)C1 (stereo unspecified)	-0.1	-4	-13	-2	1	0.1	-0.7	2	-2.0	9
CCOC(=O)Cc1cnc(NC(=O)CSc2nc3ncnc(N)c3[nH]2)s1	3.1	-14	-2	-4	-1	-1.2	3.5	-17	0.6	-14
O=C1CC(C(=O)Nc2cccc(Cl)c2)n2ncnc2N1 (stereo unspecified)	0.3	8	3	-2	-1	-1.4	0.5	0	13	-5
Cc1ccc(C)c(C2C(C#N)=C(N)Oc3cc(C)oc(=O)c32)c1 (stereo unspecified)	1.9	-11	-7	0	2	3.0	0.9	25	-0.8	-17
O=S(=O)(c1ccc(Cl)s1)N1CCC(Cc2ccccc2)CC1	1.8	-8	0	-15	nt	0.8	1.4	-1	-1.7	-8

Structural class, those above with two or more sulfur atoms
SMILES	phage Ecoli inh	PfHsp90 set2	Tat transport	DAGLB inhibitor	Wnt act	AddAB inh	E coli growth	PvdQ acylase	CAL PDZ inh	Rtt109 HAT inh
COc1cccc2sc(N3CCN(c4nc5ccccc5s4)CC3)nc12	1.5	-29	-1	1	nt	-1.1	-2.0	-10	-0.1	-17
CCn1nnnc1SCC(=O)Nc1sc(C)c(C)c1C#N	1.5	8	-5	0	nt	-1.5	-1.4	-8	-0.1	-1
CCOC(=O)Cc1cnc(NC(=O)CSc2nc3ncnc(N)c3[nH]2)s1	3.1	-14	-2	-4	-1	-1.2	3.5	-17	0.6	-14
O=S(=O)(c1ccc(Cl)s1)N1CCC(Cc2ccccc2)CC1	1.8	-8	0	-15	nt	0.8	1.4	-1	-1.7	-8

Remaining list, next part.
SMILES	phage Ecoli inh	PfHsp90 set2	Tat transport	DAGLB inhibitor	Wnt act	AddAB inh	E coli growth	PvdQ acylase	CAL PDZ inh	Rtt109 HAT inh
Nc1nccnc1C(=O)OCc1nc2sc3c(c2c(=O)[nH]1)CCCC3	2.5	nt	-3	2	-4	-2.2	-0.2	-6	-3.1	-13
Cc1cccc2sc(NC(=O)CSc3nnnn3C)nc12	0.6	10	-2	3	-3	4.5	2.3	-8	-2.7	-5
COc1ccc(/C=C2\CCCC3C2=NN(C(=O)COC(=O)CNC(=O)c2ccccc2)C3c2ccc(OC)cc2)cc1 (stereo unspecified)	3.0	0	-4	0	nt	-0.3	-0.1	0	-1.2	-6
COC(=O)c1sc2nc3c(c(-c4cccs4)c2c1N)CCCC3	3.4	-47	13	1	nt	1.9	-2.6	-15	0.0	3
O=C(O)CC/C(=N\Nc1ccccc1[N+](=O)[O-])c1cccs1	nt	-22	0	18	nt	0.3	-0.5	-5	0.2	0
C/C(N)=C(/C#N)C(=O)COC(=O)c1cc(-c2cccc3ccccc23)nc2ccccc12	1.8	-9	3	-2	1	-0.3	1.2	-6	-0.2	2
N#Cc1ccsc1NC(=O)CN1CCCCC1	3.0	-1	2	-1	-4	-1.5	1.9	2	nt	-5
O=C(c1cn(-c2ccccc2)nc1-c1cccc([N+](=O)[O-])c1)N1CCCCC1	2.4	20	7	-2	0	5.0	2.5	-6	-0.3	6
Fc1ccc(CCNc2ncnc3[nH]ncc23)cc1	3.4	nt	-1	-1	9	nt	nt	-19	-1.3	9
CCCNC(=O)CSc1nnc(-c2ccco2)n1C	2.6	2	-2	3	nt	-0.3	1.1	3	-0.1	-4
C=CC(=O)NC(NC(=O)C=C)c1ccccc1F	1.1	-15	1	1	20	4.0	1.5	-11	-1.6	-6
O=C(/C(=C/c1ccccc1)n1cncn1)c1ccc(Cl)cc1Cl	1.8	8	-5	3	-5	4.3	-0.2	9	0.0	2
Cc1ccccc1OCC(=O)Nc1ccc2c(c1)C(=O)N(CCC(=O)O)C2=O	2.0	2	16	2	0	0.3	-0.8	9	1.2	0
Nc1ccc(-c2ccc(N)c([N+](=O)[O-])c2)cc1[N+](=O)[O-]	3.4	32	-11	21	1	5.8	-1.2	-4	-1.3	-15
CCOC(=O)C1CCCN(S(=O)(=O)c2ccc3c4c(cccc24)C(=O)N3CC)C1 (stereo unspecified)	1.6	40	3	-2	1	-0.3	-1.8	-1	-1.9	-83
O=C(CN(C(=O)CNS(=O)(=O)c1ccc(F)cc1)c1ccccc1F)NCc1ccco1	0.3	-13	2	-3	-1	1.2	-3.5	0	-3.7	-2
Cc1cc(C(=O)CN2C(=O)C(=O)N(C3CCCC3)C2=O)c(C)n1CCc1ccc(F)cc1	0.5	-6	-1	1	1	1.8	0.8	-4	0.9	3
O=C(C1CCCN1C(=O)c1cccs1)N1CCN(S(=O)(=O)c2ccc(F)cc2)CC1 (stereo unspecified)	-1.0	-3	-3	2	2	0.8	-0.2	16	-0.1	-6
O=C(NCC(c1ccco1)N1CCN(c2ccccc2F)CC1)C(=O)NC1CC1 (stereo unspecified)	-0.8	9	-15	3	-1	0.8	1.4	-14	-0.9	-1
O=C(NC(C(=O)c1ccccc1)n1cnccc1=O)c1ccccc1 (stereo unspecified)	1.0	17	0	-7	1	3.1	1.4	0	-2.4	20
CCn1c(N)c(C(N)=O)sc1=S	2.8	-6	-16	-1	nt	1.6	2.9	-10	0.2	0
CSC1=N/C(=C/c2cccnc2)C(=O)N1Cc1ccc(Cl)cc1	-2.2	4	9	-1	3	1.7	-0.3	-20	-0.2	2
CCN(c1ccccc1)S(=O)(=O)c1ccc(C(C(=O)OC)C(=O)OC)c([N+](=O)[O-])c1	6.4	-51	-1	-1	-1	2.9	-0.2	-3	-3.0	0
Cc1nnc(SCC(=O)NC2CCCCCC2)n1N	-0.3	-15	1	-2	-1	-0.5	-1.4	-12	-1.3	3
O=C(NCCS(=O)(=O)NCCCc1ccccc1)c1ccccc1	1.9	nt	13	0	3	1.1	-0.4	-8	-2.5	0
CCC(C)NC(=O)C1CCCN(C(=O)NC2CCCCC2)C1 (stereo unspecified)	2.2	nt	14	-2	10	-1.2	1.0	2	-2.6	26
O=C1NC(=O)C2(C=C(c3ccccc3)C(O)(c3ccccc3)C2)N1 (stereo unspecified)	1.9	-17	-4	-8	-1	nt	nt	-11	-2.7	-13
COc1cccc(-c2cc(C(=O)NCCCn3ccnc3)c3ccccc3n2)c1	3.3	-30	2	-3	nt	0.0	-2.2	-7	-0.4	-9
CC1(OC(=O)c2ccc(Cl)nc2)C(=O)C=C2C=C3CCCN3C=C2C1=O (stereo unspecified)	3.3	-11	5	-1	2	3.4	-1.9	-9	1.3	2
Cc1cc(-c2csc(NC(=O)C3=COCCO3)n2)c(C)n1C	3.3	-14	-3	1	-2	-1.0	-0.2	-12	-1.4	-4
CCCCC(C(=O)NC1CCCC1)N(C(=O)c1snc(C(N)=O)c1N)c1ccc(F)cc1 (stereo unspecified)	-1.0	-29	0	1	-2	3.4	-2.3	-12	-1.1	4
O=C(Cn1cnc2ccccc21)NCc1ccccc1	1.5	11	0	2	nt	2.9	1.8	-7	-2.2	-1

Screening data (PubChem BioAssay)
